Screens: PubChem, The Scripps Research Institute Molecular Screening Center
PRMT1 inh – inhibitors of human PRMT1 | Q99873 | recombinant PRMT1, activity-based probe fluorescence polarization | inhibition, % at 2.79 µM | 370,000 tested, 1.3% active | AID 652257;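 active means inhibition above about 21% made by adding two undisclosed values, limit read from the data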
MBD2 DNA inh – MBD2-methylated oligo binding inhibition. Q9UBB5. TR-FRET, MBD2 binding to methylated oligonucleotide. inhibition, % at 4.4 µM. 370,000 tested, 0.31% active. AID 686964; in the data active means inhibition above about 13%
KLK7 zymogen act – activates the human kallikrein-7 zymogen; P49862; purified proKLK7, EDANS-DABCYL substrate fluorescence; 100% is mature enzyme control, 0% vehicle; activation, % at 7 µM; 370,000 tested, 0.9% active; AID 652039;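 active means activation above the mean of all tested compounds plus 3 SD, computed per campaign excluding outliers beyond control limits, cut at about 13% in these data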
Target sequence (P49862 whole entry, looked up): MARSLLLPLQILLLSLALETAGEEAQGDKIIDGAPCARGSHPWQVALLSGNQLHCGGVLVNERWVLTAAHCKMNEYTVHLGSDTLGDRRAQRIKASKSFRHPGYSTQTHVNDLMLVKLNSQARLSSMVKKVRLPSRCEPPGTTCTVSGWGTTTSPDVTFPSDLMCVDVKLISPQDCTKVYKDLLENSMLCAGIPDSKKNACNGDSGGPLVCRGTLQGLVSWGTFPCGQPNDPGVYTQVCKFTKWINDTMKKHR
Tn7 DDE FP – DD(E)-Tn7 binding inhibition, primary FP screen; FP displacement of FITC-Tn7 peptide from fibrin DD(E); 0% = median of compound wells per plate; 370,000 tested, 0.13% active; inhibition, % at 8.3 µM; P02675;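 active means inhibition above the mean of compounds falling within the control limits plus 3 SD of them, cut at about 14% in these data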;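 further: 0% = plate median of compound wells and 100% = 10 µM Aha-Tn7 peptide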
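system = human fibrin DD(E) protein | quantity = DD(E) 2 µM final | medium = Tris/NaCl/CaCl2 buffer, pH 7.8 | also added = labelled Tn7 tracer, 0.1 µM | compound dosing = single point at 8.3 µM | timing = compound with protein 10 min, then 3 h after probe, room temperature | signal = FP measurement | benchmarks = Aha-Tn7 high control | repeats = one replicate per compound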
TCR CD3 inh – blocks the human TCR-CD3 interaction | TAMRA-labeled TCR probe fluorescence, biochemical | inhibition, % at 9.4 µM | 360,000 tested, 0.37% active | AID 651800; in the data active means inhibition above about 19%;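 further: recombinant mutant TCR 2C K166C tagged with TAMRA read by polarization; 0% = receptor in buffer alone and 100% = receptor with positive control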
DDE Tn6 FP inh – DD(E)-Tn6 binding inhibition, primary FP screen; P02675; Fibrin DD(E) TRITC-Tn6 fluorescence polarization displacement; inhibition, % at 8.3 µM; 370,000 tested, 0.21% active; AID 720509;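 active means inhibition above a per-campaign cutoff: mean of compounds within control limits plus 3 SD, cut at about 15% in these data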;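 further: 0% = median of all compound wells on the plate and 100% = blocking peptide control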
TDP2 inh – blocks human TDP2 phosphodiesterase activity. O95551. recombinant TDP2, T5PNP hydrolysis, p-nitrophenol absorbance 415 nm. inhibition, % at 12.8 µM. 370,000 tested, 0.34% active. AID 720702;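 active means inhibition above the mean of all tested compounds plus 3 SD, set per campaign, cut at about 25% in these data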;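 further: 0% = DMSO with enzyme and 100% = buffer with substrate but no TDP2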
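System – recombinant human TDP2 · Amount – 120 nM TDP2 per well · Buffer or medium – Mg2+-containing Tris-HCl buffer, pH 7.5 · Reagent – T5PNP substrate, 5 mM · Dosing – 12.8 µM single point, 1% DMSO · Incubation – 2 h at 37 °C · Measured by – epi absorbance · Read-out basis – percent inhibition · Benchmarks – high control without enzyme, low control DMSO plus TDP2 · Repeats – singlicate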
SIAE primary – blocks human sialic acid acetylesterase; Q9HAT2; SIAE FP-Rh probe binding, fluorescence polarization; inhibition, % at 9.66 µM; 370,000 tested, 0.69% active; AID 1053197;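 active means inhibition above a cutoff: mean of compounds within the control limits plus 3 SD of those, cut at about 17% in these data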;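 further: 0% = plate median of compound wells and 100% = probe without SIAE protein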
LEDGF integ inh – blocks HIV-1 LEDGF/p75-dependent DNA integration; inhibition, % at 3.7 µM; TR-FRET IN-LEDGF/p75 DNA integration, Eu/Cy5; 370,000 tested, 0.64% active;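 active means inhibition above the screen-wide mean plus 3 SD, cut at about 13% in these data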;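 further: signal is the Cy5 over europium emission ratio at 671 and 618 nm; 0% = plate median of compound wells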
UHRF1 binding – blocks human UHRF1 binding to methylated DNA; Q96T88; UHRF1 binding to methylated oligo, TR-FRET; inhibition, % at 4.4 µM; 370,000 tested, 0.75% active; AID 687016; in the data active means inhibition above about 21%;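 further: UHRF1 SRA domain binding a hemimethylated CpG hairpin DNA probe; 0% = median of test compound wells and 100% = reference inhibitor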
Target sequence (Q96T88 whole entry, looked up, the tested form may be a part): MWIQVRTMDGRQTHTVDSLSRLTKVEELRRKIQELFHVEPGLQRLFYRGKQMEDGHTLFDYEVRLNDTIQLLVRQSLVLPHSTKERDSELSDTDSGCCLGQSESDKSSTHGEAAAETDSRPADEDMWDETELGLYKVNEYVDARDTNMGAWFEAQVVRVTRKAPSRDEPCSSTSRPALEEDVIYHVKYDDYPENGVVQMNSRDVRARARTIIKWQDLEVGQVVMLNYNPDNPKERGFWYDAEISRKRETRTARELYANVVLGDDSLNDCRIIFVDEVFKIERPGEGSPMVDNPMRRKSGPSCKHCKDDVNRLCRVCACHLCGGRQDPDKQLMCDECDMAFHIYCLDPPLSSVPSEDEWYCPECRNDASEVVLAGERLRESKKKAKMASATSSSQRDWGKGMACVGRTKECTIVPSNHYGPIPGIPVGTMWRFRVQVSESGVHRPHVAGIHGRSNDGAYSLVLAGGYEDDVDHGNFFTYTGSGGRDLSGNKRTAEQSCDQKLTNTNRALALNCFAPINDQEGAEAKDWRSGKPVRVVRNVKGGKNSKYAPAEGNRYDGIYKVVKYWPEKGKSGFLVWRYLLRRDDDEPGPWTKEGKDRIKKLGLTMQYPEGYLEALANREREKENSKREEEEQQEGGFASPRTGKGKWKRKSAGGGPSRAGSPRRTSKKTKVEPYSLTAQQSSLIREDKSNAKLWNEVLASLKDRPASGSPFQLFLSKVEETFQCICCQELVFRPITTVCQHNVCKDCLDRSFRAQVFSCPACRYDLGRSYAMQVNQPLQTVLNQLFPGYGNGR
* marks the source's active call; other numbers are inactive results.

item | PRMT1 inh | MBD2 DNA inh | KLK7 zymogen act | Tn7 DDE FP | TCR CD3 inh | DDE Tn6 FP inh | TDP2 inh | SIAE primary | LEDGF integ inh | UHRF1 binding | molecule
1 | 6 | -8 | -0.1 | -1 | -4 | -7 | 5 | 14 | 1 | -11 | C/C(=N\Nc1nc2c(s1)CCCC2)c1ccccc1
2 | 4 | 3 | 0.5 | 4 | -1 | -3 | 0 | 0 | 7 | 5 | Cc1ccc(-c2csc3ncnc(SCc4ccc(C(=O)O)cc4)c23)cc1
3 | 5 | 3 | -0.9 | 1 | 6 | -2 | -4 | -7 | -3 | 1 | Cc1cc(Cl)ccc1C(=O)C1CCCN(C(=O)c2cnn(C(C)C)c2)C1 (stereo not drawn)
4 | 2 | -5 | 0.1 | -2 | 0 | 6 | 11 | 2 | 1 | 0 | COC(=O)C(NC(=O)c1ccccc1)=C(C)C
5 | 3 | 4 | 0.5 | 7 | -2 | -2 | -2 | -4 | -2 | -3 | Cc1ccc2c(COC(=O)CNC(=O)c3ccco3)cc(=O)oc2c1C
6 | -2 | -4 | 0.8 | -4 | 4 | 7 | 5 | 2 | 2 | -1 | COc1cccc(N2[C@@H](CC(C)=O)c3ccccc3S2(=O)=O)c1
7 | 1 | 0 | 0.7 | 0 | 3 | -1 | -8 | -11 | -3 | 3 | CCOC(=O)c1c(C)[nH]c(C(=O)COC(=O)CNC(=O)c2ccc(Cl)cc2)c1C
8 | -1 | 0 | -0.2 | -2 | 10 | 0 | -11 | 0 | -6 | -2 | COc1cccc(C(=O)N2CCN(C(=O)c3cccc(F)c3)CC2)c1
9 | -1 | 3 | 0.5 | 0 | 2 | -3 | -1 | 6 | 5 | 1 | O=C(O)CC(NC(=O)OCc1ccccc1)c1ccc(Br)cc1 (stereo not drawn)
10 | 2 | 5 | 0.3 | 8 | 2 | 1 | -1 | -1 | 0 | 2 | CCCCNC(=O)C1(C)CCN1C(=O)c1cc(OC)ccc1Br (stereo not drawn)
11 | -2 | 2 | 0.3 | 1 | 1 | 4 | 4 | 6 | -3 | 1 | O=C(Nc1ccc(F)cc1F)NC1CCN(Cc2c(F)cccc2Cl)CC1
12 | 1 | 1 | 0.3 | -2 | 1 | -6 | 4 | 0 | -3 | 1 | COC(=O)N1C[C@H](OC)[C@H]2C[C@@H]1c1ccccc1O2
13 | 4 | 0 | 0.6 | 0 | -6 | 12 | 12 | 7 | -2 | 1 | CC(C)CCNC(=O)c1cc(S(=O)(=O)N2CCCCC2)ccc1N1CCOCC1
14 | -2 | -1 | -0.7 | 0 | 6 | -4 | -20 | 8 | 2 | 1 | O=C1C2C3CC(C(Br)C3Br)C2C(=O)N1c1nccs1 (stereo not drawn)
15 | -1 | 1 | 0.2 | 3 | -1 | 8 | -6 | 2 | -8 | 2 | Cc1ccccc1OCC(O)CN1CCCCC1 (stereo not drawn)
16 | 30* | -1 | -0.1 | 0 | 0 | 4 | 14 | 7 | 55* | -3 | N#CC1=C2SCN(Cc3ccco3)CN2C(=O)CC1c1cccc2ccccc12 (stereo not drawn)
17 | -5 | 2 | 0.4 | -3 | 3 | 1 | 9 | 1 | 0 | -4 | O=C(Nn1cnc2ccccc2c1=O)c1ccccc1Cl
18 | -1 | 3 | -0.3 | 1 | -1 | -8 | -6 | -12 | 1 | -3 | COc1ccc(/C(N)=N/OC(=O)CCC2CCCC2)cc1OC
19 | -2 | 6 | 0.1 | 5 | 8 | -2 | 10 | -4 | 3 | -2 | CC(C)(C)c1ccc(/C=N/n2cnnc2)cc1
20 | 0 | 0 | -0.4 | -4 | 1 | 3 | -8 | 9 | -2 | -5 | CN1C(=S)NC(C)(C)CC1(C)c1ccc(O)cc1O (stereo not drawn)
21 | 10 | 0 | 0.1 | 4 | 3 | 0 | 15 | 2 | 0 | -4 | O=C(CSc1oc(-c2ccco2)nc1S(=O)(=O)c1ccccc1)NCC1CCCO1 (stereo not drawn)
22 | 0 | 0 | -0.5 | 7 | 6 | 6 | 5 | -2 | 3 | 0 | FC(F)(F)c1cccc(OCCN2CCN(Cc3ccccc3)CC2)c1
23 | -2 | 2 | 0.3 | -3 | 6 | -5 | 14 | 17* | -1 | -1 | CC(OC(=O)/C=C/c1cccc(Cl)c1)C(=O)NC1CCCCC1C (stereo not drawn)
24 | -8 | -7 | 0.6 | -5 | -4 | -5 | -7 | 7 | 5 | 1 | CCOC(=O)C1=C(CBr)NC(=O)NC1C (stereo not drawn)
25 | 1 | -4 | 0.3 | -4 | -3 | 0 | -11 | -5 | 0 | 1 | CCc1ccccc1Nc1nc2ccccc2n1C(C)C
26 | -2 | 5 | 0.6 | 2 | 6 | 1 | 4 | 0 | -3 | 2 | CCOC(=O)c1c(-c2ccccc2)csc1NC(=O)C(C)NCc1ccco1 (stereo not drawn)
27 | -1 | 0 | 0.9 | -3 | 1 | 1 | 0 | 2 | 0 | 2 | CCC(=O)N(Cc1cc2cc(OC)ccc2[nH]c1=O)c1ccccc1OC
28 | -1 | 3 | -0.1 | 8 | -7 | -3 | 12 | -5 | 0 | 1 | CCOc1ccc(C(=O)Nc2nc(C)cc(C)n2)cc1[N+](=O)[O-]
29 | -1 | 2 | -0.4 | -10 | -4 | 1 | -7 | 0 | 1 | 0 | CC1=C(C(=O)OC(C)C)C(c2cccc(F)c2)n2ncnc2N1 (stereo not drawn)
30 | -5 | -4 | 0.4 | 1 | 1 | -2 | 3 | 1 | 3 | -3 | CCc1ccc(-n2c(SCC(=O)c3ccc4c(c3)NC(=O)CO4)nc3ccccc3c2=O)cc1
31 | 0 | -5 | -0.4 | -4 | -3 | 8 | -12 | -4 | 3 | 1 | O=C(COC(=O)/C=C/c1ccc(Cl)cc1)NC1CC1
32 | 2 | 6 | -0.2 | -4 | -5 | 0 | 4 | -1 | 2 | -1 | O=C(O)/C=C\C(=O)Nc1ccc(F)c(F)c1F
33 | 3 | 6 | -0.1 | -3 | -8 | -6 | 0 | -36 | -3 | 8 | O=C(Cc1ccc(F)cc1)Nc1nc(-c2ccc(F)c(F)c2)cs1
34 | 3 | 4 | -0.7 | 3 | -4 | 8 | 5 | 2 | -3 | -2 | O=C(C=CC=Cc1ccccc1)c1ccc([N+](=O)[O-])cc1
35 | 3 | 4 | 0.6 | 1 | -9 | -2 | 4 | -5 | -1 | 2 | O=C(Nc1ccc(Cl)cc1F)C1CCN(S(=O)(=O)c2cccc3nonc23)CC1
36 | -1 | 2 | -0.5 | 0 | 4 | 0 | 6 | -1 | 6 | -2 | Cc1cc2nc(-c3ccccc3Br)n(/C=C(\c3ccccc3)n3c(=O)[nH]c4ccccc43)c2cc1C
37 | -7 | 2 | -0.2 | 1 | -2 | -1 | 2 | 6 | 2 | 2 | CCCc1c(C(=O)NNc2cc(C(F)(F)F)ccc2Cl)cnn1-c1ccccc1
38 | 4 | -1 | -0.3 | -5 | -7 | 7 | -3 | -2 | -2 | 2 | CCCN1CCN(S(=O)(=O)c2ccc(-c3cc(C)no3)s2)CC1
39 | -1 | -2 | -0.1 | -8 | 3 | 1 | 1 | 2 | 0 | 0 | CCOC(=O)c1sc2nc(C)nc(SCC(=O)N(C)C3CCS(=O)(=O)C3)c2c1C (stereo not drawn)
40 | 0 | 1 | -0.4 | 7 | -3 | 1 | 9 | 0 | -4 | 3 | CCC(=O)c1cc2c(cc1NC(=O)C(C)C)OCCO2
41 | -1 | 0 | 0.2 | 1 | -3 | 6 | 7 | 3 | 1 | 1 | Cc1cc2cc(CN(CC3CCCO3)C(=O)c3cnccn3)c(=O)[nH]c2cc1C (stereo not drawn)
42 | 11 | 7 | -0.2 | 6 | -5 | -5 | 0 | -2 | -4 | 1 | O=C(N/N=C/c1ccccc1)c1ccc(N2CCCC2=O)cc1
43 | 2 | -2 | -0.2 | -2 | -4 | -3 | -3 | 1 | 1 | 0 | Cc1cc(Cl)c(Cl)cc1S(=O)(=O)NCCCn1ccnc1
44 | 0 | 0 | -0.1 | -1 | 5 | 4 | 6 | -2 | -2 | -1 | O=S(=O)(c1cccc2cccnc12)N1CCN(c2ccc(F)cc2)CC1
45 | 3 | 2 | 0.7 | -5 | -3 | 0 | -12 | 14 | 1 | 0 | O=C(Oc1ccccc1)N1CCCCC1

Filtered by structure, the compounds so far with four or more nitrogen atoms (7)
item | PRMT1 inh | MBD2 DNA inh | KLK7 zymogen act | Tn7 DDE FP | TCR CD3 inh | DDE Tn6 FP inh | TDP2 inh | SIAE primary | LEDGF integ inh | UHRF1 binding | molecule
19 | -2 | 6 | 0.1 | 5 | 8 | -2 | 10 | -4 | 3 | -2 | CC(C)(C)c1ccc(/C=N/n2cnnc2)cc1
28 | -1 | 3 | -0.1 | 8 | -7 | -3 | 12 | -5 | 0 | 1 | CCOc1ccc(C(=O)Nc2nc(C)cc(C)n2)cc1[N+](=O)[O-]
29 | -1 | 2 | -0.4 | -10 | -4 | 1 | -7 | 0 | 1 | 0 | CC1=C(C(=O)OC(C)C)C(c2cccc(F)c2)n2ncnc2N1 (stereo not drawn)
35 | 3 | 4 | 0.6 | 1 | -9 | -2 | 4 | -5 | -1 | 2 | O=C(Nc1ccc(Cl)cc1F)C1CCN(S(=O)(=O)c2cccc3nonc23)CC1
36 | -1 | 2 | -0.5 | 0 | 4 | 0 | 6 | -1 | 6 | -2 | Cc1cc2nc(-c3ccccc3Br)n(/C=C(\c3ccccc3)n3c(=O)[nH]c4ccccc43)c2cc1C
37 | -7 | 2 | -0.2 | 1 | -2 | -1 | 2 | 6 | 2 | 2 | CCCc1c(C(=O)NNc2cc(C(F)(F)F)ccc2Cl)cnn1-c1ccccc1
41 | -1 | 0 | 0.2 | 1 | -3 | 6 | 7 | 3 | 1 | 1 | Cc1cc2cc(CN(CC3CCCO3)C(=O)c3cnccn3)c(=O)[nH]c2cc1C (stereo not drawn)
